Screening results deposited in PubChem by National Center for Advancing Translational Sciences (NCATS).
BAZ2B block: inhibitors of human BAZ2B bromodomain. Q9UIF8. AlphaScreen BAZ2B-H3K14Ac peptide displacement. Potency, µM (doses to about 114 µM), for inactives: at the top dose activity change, negative = inhibition, usual class: inhibitors. 360,000 tested, 4.4% active. AID 504333; note: % is set by controls: 0 for no effect and ±100 for the full control effect; nearly all actives have a fitted effect of over 60% in size
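AlphaScreen luminescence quantifies BAZ2B engagement of H3K14Ac peptide; the protein and biotinylated peptide are both at 50 nM final, buffer PBS pH 7.4 with 0.01% Tween-20, all steps at room temperature.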
POLI inh: blocks human DNA polymerase iota activity; AID 588590; Potency, µM (series often up to 115 µM), inactives show top-dose activity, negative = inhibition, most hits filed as inhibitors; Pol iota fluorescent replication assay, 10 min; 390,000 tested, 1% active
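Pol iota at 10 nM preincubated 15 min with compounds at room temperature; reaction started with fluorescent substrate, 50 nM final. Fluorescence read kinetically at 0 and 10 min; buffer-only wells as negative control.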
POLB inh: inhibitors of human DNA polymerase beta; Potency, µM (titrated, usually from 114 µM), for the others: at the top dose activity change, negative = inhibition, most hits filed as inhibitors; 340,000 tested, 1.3% active; P06746; Pol beta primer extension/strand displacement, fluorescence kinetic; note: % is set by controls: 0 for no effect and ±100 for the full control effect
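Pol beta (10 nM) was preincubated with compound for 15 min at room temperature. The reaction was then started with 50 nM substrate and read immediately and after a further 10 min at room temperature.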
Pol eta inh: inhibitors of human DNA polymerase eta; 390,000 tested, 1.2% active; Potency, µM (highest dose often 114 µM), for inactives: at the highest dose activity change, negative = inhibition, most hits filed as inhibitors; recombinant Pol eta, fluorescent DNA replication assay; note: % is set by controls: 0 for no effect and ±100 for the full control effect
Target sequence (Q9Y253 whole entry, looked up): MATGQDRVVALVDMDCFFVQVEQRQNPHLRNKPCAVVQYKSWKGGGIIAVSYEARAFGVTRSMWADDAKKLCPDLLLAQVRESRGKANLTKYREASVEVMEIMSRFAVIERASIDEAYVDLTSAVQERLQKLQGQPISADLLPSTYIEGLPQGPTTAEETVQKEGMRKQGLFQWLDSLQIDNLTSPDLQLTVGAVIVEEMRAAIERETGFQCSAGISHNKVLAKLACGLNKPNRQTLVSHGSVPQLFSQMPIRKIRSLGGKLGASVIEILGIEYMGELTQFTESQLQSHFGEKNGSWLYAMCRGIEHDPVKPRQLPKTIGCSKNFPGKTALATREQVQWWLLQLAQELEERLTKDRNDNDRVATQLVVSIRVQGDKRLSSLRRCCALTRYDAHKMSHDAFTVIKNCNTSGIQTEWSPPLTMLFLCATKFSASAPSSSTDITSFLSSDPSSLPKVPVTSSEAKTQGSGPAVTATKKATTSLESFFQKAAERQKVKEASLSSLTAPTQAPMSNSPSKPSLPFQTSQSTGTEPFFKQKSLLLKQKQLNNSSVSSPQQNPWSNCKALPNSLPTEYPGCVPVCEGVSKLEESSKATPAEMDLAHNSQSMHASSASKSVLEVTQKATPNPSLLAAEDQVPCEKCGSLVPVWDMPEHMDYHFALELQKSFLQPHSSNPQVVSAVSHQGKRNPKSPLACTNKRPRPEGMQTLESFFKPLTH
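Pol eta at 10 nM preincubated with compounds 15 min at room temperature; reaction started with fluorescent substrate (50 nM final) and read kinetically at 0 and 10 min.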
Pol kappa inh: DNA polymerase kappa (human) inhibition. Q9UBT6. purified Pol kappa, fluorescent DNA synthesis assay, 10 min. Potency, µM (highest dose often 107 µM), inactives show at the highest dose activity, negative = inhibition, most hits filed as inhibitors. 400,000 tested, 0.53% active. AID 588579; note: % is set by controls: 0 for no effect and ±100 for the full control effect
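First, compounds were pin-transferred onto 10 nM Pol kappa. After 15 min at room temperature, substrate was added to 50 nM final. Fluorescence was then measured kinetically at 0 and 10 min.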
APEX1 inh: APE1 (human) endonuclease inhibition; P27695; recombinant APE1, TAMRA/BHQ-2 abasic DNA cleavage fluorescence; Potency, µM (titrated, usually from 65.8 µM), for inactives: at the highest dose activity change, negative = inhibition, most hits filed as inhibitors; 350,000 tested, 0.35% active;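 note: plate controls were vehicle for no effect and reference inhibitor for full effect; nearly all actives have a fitted effect of over 55% in size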
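Quantitative HTS: incision of a TAMRA/BHQ-2 double-stranded substrate bearing a tetrahydrofuran abasic site by 0.75 nM APE1 raises fluorescence. Substrate 50 nM final, added after 15 min compound preincubation at room temperature; progress as third-minus-first kinetic read difference.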
BLM helicase inh: blocks DNA unwinding by human BLM helicase | P54132 | recombinant BLM DNA unwinding, fluorescence dequenching | Potency, µM (top dose mostly 56.1 µM), for inactives: at the highest dose activity change, negative = inhibition, hits mostly inhibitors | 350,000 tested, 0.2% active | AID 2528;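 note: plate controls were vehicle for no effect and no enzyme for full effect; nearly all actives have a fitted effect of over 35% in size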
JMJD2A Tudor inh: blocks the human JMJD2A Tudor domain; O75164; Potency, µM (top dose mostly 114 µM), inactives show at the highest dose activity change, negative = inhibition, actives largely listed as inhibitors; 390,000 tested, 4.4% active; AlphaScreen JMJD2A-Tudor / H3K4me3 peptide binding; note: % is set by controls: 0 for no effect and ±100 for the full control effect; nearly all actives have a fitted effect of over 50% in size
G9a inh: G9a (human) methyltransferase inhibition; G9a H3K9 monomethylation, AlphaScreen, 2 h; Potency, µM (top dose mostly 102 µM), for the others: at the top dose activity, negative = inhibition, actives largely listed as inhibitors; 350,000 tested, 8.8% active; AID 504332; note: % is set by controls: 0 for no effect and ±100 for the full control effect; nearly all actives have a fitted effect of over 75% in size
Target sequence (Q96KQ7 913-1193 limits assumed): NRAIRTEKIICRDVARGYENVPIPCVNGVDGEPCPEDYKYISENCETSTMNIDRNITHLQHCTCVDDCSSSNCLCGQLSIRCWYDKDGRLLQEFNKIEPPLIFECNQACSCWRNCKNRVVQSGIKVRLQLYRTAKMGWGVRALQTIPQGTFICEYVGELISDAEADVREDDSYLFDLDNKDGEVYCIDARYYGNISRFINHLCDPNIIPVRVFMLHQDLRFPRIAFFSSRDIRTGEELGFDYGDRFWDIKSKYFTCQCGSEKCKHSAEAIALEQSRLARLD
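Using a bead-based AlphaScreen, monomethylated H3K9 product from 2 h room-temperature reactions (G9a 20 nM, peptide 500 nM, SAM 20 uM) was detected with 0.5 ug/mL rabbit anti-H3K9me1 antibody.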
Starred values were filed as active, the others as inactive; & = joins results of further samples; ! = repeats disagree; [ ] = another dose, or the depositor's remark. Calls come from the whole dose curve; as a rule, active = well fitted curve in the direction sought with a large enough effect; inconclusive = small, poorly fitted or top-dose-only effect, or another doubt; inactive = no such curve, though single readings can be large; an effect the other way counts as inactive or inconclusive. Potency is the fitted concentration of half-maximal effect. Some of the compounds tested, so the mix of outcomes need not match the whole.

Results for CCOc1ccccc1NC(=O)C1CCCN(S(=O)(=O)c2cn(C)cn2)C1 (stereo not given) ?
BAZ2B block: -9%; POLI inh: 12%; POLB inh: 20%; Pol eta inh: -17%; Pol kappa inh: 0%[60.1 µM]; BLM helicase inh: 1%; JMJD2A Tudor inh: -11%; G9a inh: 12%[59 µM]

How did Cc1ccc(C(=O)O)cc1N1C(=O)c2cccc3cc(Br)cc(c23)C1=O do in these assays?
BAZ2B block: -2%[57.1 µM]; POLI inh: -7%; POLB inh: 2%; Pol eta inh: -9%; Pol kappa inh: 4%; APEX1 inh: -1%; BLM helicase inh: -1%; JMJD2A Tudor inh: -29%; G9a inh: -1%

Results for Cc1ccc2nc(-c3cccnc3)oc2c1 ?
BAZ2B block: 8%; POLI inh: -3%&16%; POLB inh: 15%; Pol eta inh: -9%; Pol kappa inh: -6%&-13%; APEX1 inh: 0%; BLM helicase inh: 4%; JMJD2A Tudor inh: -14%[57.1 µM]; G9a inh: 49%[12.7 µM]

How did CCOc1ccc(NS(=O)(=O)c2ccc3[nH]cc(C(=O)N(C)C4CCCCC4)c(=O)c3c2)cc1 do in these assays?
BAZ2B block: -16%; POLI inh: -28%; POLB inh: inconclusive; Pol eta inh: -22%; Pol kappa inh: -2%[60.1 µM]; BLM helicase inh: 1%; JMJD2A Tudor inh: -11%; G9a inh: inconclusive

Results for Cc1ccc(-c2nonc2NC(=O)c2ccco2)cc1C ?
BAZ2B block: -3%; POLI inh: -4%; POLB inh: -1%; Pol kappa inh: 2%; BLM helicase inh: -9%; JMJD2A Tudor inh: -17%; G9a inh: -50%[59 µM]

How did CC(=O)N1c2ccccc2NC(=O)C1(C)C do in these assays?
BAZ2B block: 1%; POLI inh: inconclusive; POLB inh: 19%; Pol eta inh: 6%; Pol kappa inh: -6%; APEX1 inh: 9%; BLM helicase inh: -2%; JMJD2A Tudor inh: -14%; G9a inh: 2%[59 µM]

What do the screens show for `CCOC(=O)C1=C(C)N(C[C@@H]2CC[C@@H](Cc3ccc(-c4ccccc4)cc3)O2)C(=O)NC1c1ccc(Cl)cc1` (stereo not given in full)?
POLI inh: -15%; Pol eta inh: -16%; Pol kappa inh: 7%; APEX1 inh: -9%; JMJD2A Tudor inh: -21%

Results for Cc1csc(-c2coc3cc(O)cc(C)c3c2=O)n1 ?
BAZ2B block: -21%; POLI inh: 6%; POLB inh: 26%; Pol eta inh: 5%; Pol kappa inh: -10%; APEX1 inh: -9%; BLM helicase inh: -7%; JMJD2A Tudor inh: -3%; G9a inh: 12%[59 µM]

What do the screens show for `O=C(COC(=O)/C=C/c1ccc([N+](=O)[O-])cc1)NNC(=O)c1ccccc1`?
POLI inh: 79%[activator]; Pol eta inh: 0%; Pol kappa inh: -11%; APEX1 inh: -3%; JMJD2A Tudor inh: -10%

How did NC(=NC(=O)c1ccc(OCC(F)(F)F)nc1)c1ccccc1 do in these assays?
BAZ2B block: 52%[activator]; POLI inh: 9%; POLB inh: inconclusive; Pol eta inh: -20%; Pol kappa inh: -10%; APEX1 inh: 11%; BLM helicase inh: -7%; JMJD2A Tudor inh: 5%; G9a inh: 69%[activator]

Results for COc1ccc(CCNc2cc(-c3ccccc3)nc3ncnn23)cc1 ?
BAZ2B block: -27%; POLI inh: 18%; POLB inh: -1%; Pol eta inh: 0%; Pol kappa inh: 2%; APEX1 inh: 0%; BLM helicase inh: -1%; JMJD2A Tudor inh: -19%; G9a inh: 19%

Results for CSc1ccc(CN2CCN(C(C)C)C(CCO)C2)cc1 (stereo not given) ?
BAZ2B block: 3%; POLI inh: 49%[activator]; POLB inh: 1%; Pol eta inh: -15%; Pol kappa inh: -11%; APEX1 inh: -2%; BLM helicase inh: -1%; JMJD2A Tudor inh: -16%

Results for COc1ccc(C(=O)NCC(=O)N2CCC(C)CC2)cc1OC ?
BAZ2B block: 3%; POLI inh: 4%; POLB inh: 1%; Pol eta inh: 0%; Pol kappa inh: -15%; APEX1 inh: -4%; BLM helicase inh: 0%; JMJD2A Tudor inh: 1%; G9a inh: 4%

Results for CN(C(=O)CSc1nncn1-c1ccccc1)c1ccccc1 ?
BAZ2B block: 1%; POLI inh: 9%; POLB inh: -12%; Pol eta inh: -21%; Pol kappa inh: 2%; APEX1 inh: 46%[activator]; BLM helicase inh: -2%; JMJD2A Tudor inh: 5%; G9a inh: 22%

How did CCCC(=O)Nc1cc(OC)c(NC(=O)NC2CCCCC2)cc1OC do in these assays?
BAZ2B block: -8%; POLI inh: 2%; POLB inh: 8%; Pol eta inh: -14%; Pol kappa inh: -4%; APEX1 inh: 17%; BLM helicase inh: -2%; JMJD2A Tudor inh: -18%; G9a inh: 22%[59 µM]

Results for COc1ccc2nc(NC(=O)CSc3nc(SC)ns3)sc2c1 ?
BAZ2B block: -9%; POLI inh: 17%; POLB inh: 31%; Pol eta inh: 2%; Pol kappa inh: -15%[60.1 µM]; APEX1 inh: 1%; BLM helicase inh: 2%; JMJD2A Tudor inh: -8%; G9a inh: 20µM*

How did CCc1ccc(OCCCC(=O)Nc2nnc(C3CCCO3)s2)cc1 (stereo not given) do in these assays?
BAZ2B block: 4%; POLI inh: 105%[activator]; POLB inh: 2%; Pol eta inh: -25%; Pol kappa inh: 0%; APEX1 inh: -5%; BLM helicase inh: -2%; JMJD2A Tudor inh: -8%; G9a inh: 0%

What do the screens show for `Cc1ccc(SC(C)C(=O)Nc2cccc(N(C)S(C)(=O)=O)c2)cc1` (stereo not given)?
BAZ2B block: -7%; POLI inh: 9%[58.9 µM]; POLB inh: 9%; Pol eta inh: -7%; Pol kappa inh: -11%; APEX1 inh: 2%; BLM helicase inh: -3%; JMJD2A Tudor inh: -2%; G9a inh: 14%[59 µM]

Results for COc1cc2c(Cc3ccccc3)cncc2cc1O ?
POLI inh: 19%; Pol eta inh: 0%; Pol kappa inh: 89µM*; JMJD2A Tudor inh: -24%

What do the screens show for `CCCCN(Cc1cccs1)S(=O)(=O)c1csc(C(N)=O)c1`?
BAZ2B block: -6%; POLI inh: -17%; POLB inh: 21%; Pol eta inh: -17%; Pol kappa inh: -10%; APEX1 inh: -11%; BLM helicase inh: -4%; JMJD2A Tudor inh: 14%

Results for CCOc1cccc(/C(O)=C2/C(=O)C(=O)N(Cc3ccco3)C2c2ccncc2)c1 (stereo not given) ?
BAZ2B block: inconclusive; POLI inh: 5%; POLB inh: 42%; Pol eta inh: 17%; Pol kappa inh: -10%; APEX1 inh: -1%; BLM helicase inh: -7%; JMJD2A Tudor inh: inconclusive; G9a inh: 45µM*

How did CN(C)N=C1c2cc(S(=O)(=O)N(C)C)ccc2-c2ccc(S(=O)(=O)N(C)C)cc21 do in these assays?
BAZ2B block: inconclusive; POLI inh: 24%; POLB inh: -7%; Pol eta inh: -25%; Pol kappa inh: -4%; APEX1 inh: -17%; BLM helicase inh: 1%; JMJD2A Tudor inh: 3%; G9a inh: 63%[activator]

What do the screens show for `CN(c1ccccc1)S(=O)(=O)c1cccc(NC(=O)CSc2nnc(C3CC3)n2C)c1`?
BAZ2B block: -7%; POLI inh: -14%; Pol eta inh: -6%; Pol kappa inh: -13%; APEX1 inh: 15%; JMJD2A Tudor inh: -17%; G9a inh: inconclusive

What do the screens show for `N#Cc1ccccc1Sc1ccccc1C(=O)N1CCOCC1`?
BAZ2B block: 18%; POLI inh: -1%; POLB inh: 2%; Pol eta inh: -6%; Pol kappa inh: -8%; APEX1 inh: -1%; BLM helicase inh: 1%; JMJD2A Tudor inh: 4%; G9a inh: -10%[59 µM]

How did COc1cc(NS(=O)(=O)c2ccc3[nH]c(=O)oc3c2)cc(OC)c1 do in these assays?
BAZ2B block: 9%; POLI inh: 11%; POLB inh: 0%; Pol eta inh: 3%; Pol kappa inh: -9%; APEX1 inh: 0%; BLM helicase inh: -3%; JMJD2A Tudor inh: -13%; G9a inh: -20%

What do the screens show for `O=C(CN1C(=O)COc2ccccc21)NCC1CCCO1` (stereo not given)?
BAZ2B block: -6%; POLI inh: -8%; POLB inh: 46%; Pol eta inh: 1%; Pol kappa inh: -9%; APEX1 inh: -11%; BLM helicase inh: -3%; JMJD2A Tudor inh: -10%; G9a inh: 5%

Results for COC(=O)c1ccc(C(=O)OC)c(NC(=S)N2CCN(c3ccccc3F)CC2)c1 ?
BAZ2B block: -35%; POLI inh: 126%[activator]; POLB inh: 4%; Pol eta inh: -3%; Pol kappa inh: -10%; APEX1 inh: inconclusive; BLM helicase inh: -4%; JMJD2A Tudor inh: -26%; G9a inh: -21%

How did COc1ccc(C)cc1NC(=O)N1CC(C)Sc2ccccc21 (stereo not given) do in these assays?
BAZ2B block: 38%[activator]; POLI inh: -22%; POLB inh: -10%; Pol eta inh: 11%; Pol kappa inh: -8%; BLM helicase inh: -11%; JMJD2A Tudor inh: 23%; G9a inh: 18%[59 µM]

Results for CC1CCCCN1C(=O)C(=O)c1cn(CC(=O)N2CCCCCC2)c2ccccc12 (stereo not given) ?
BAZ2B block: -22%; POLI inh: -2%; POLB inh: 19%; Pol eta inh: -6%; Pol kappa inh: -7%; APEX1 inh: -3%; BLM helicase inh: -8%; JMJD2A Tudor inh: -26%; G9a inh: -4%[12.7 µM]

Results for COC/C=C/C1=CC2=CC(=O)C(C)(OC(=O)c3cnc4ccccc4n3)C(=O)C2=CN1c1ccc(CO)cc1 (stereo not given) ?
BAZ2B block: 10µM*; POLB inh: 1.8µM*; APEX1 inh: 11µM*!; BLM helicase inh: 13µM*!

2 compounds picked at random from those above, as already listed:
What do the screens show for `O=C(CN1C(=O)COc2ccccc21)NCC1CCCO1` (stereo not given)?
BAZ2B block: -6%; POLI inh: -8%; POLB inh: 46%; Pol eta inh: 1%; Pol kappa inh: -9%; APEX1 inh: -11%; BLM helicase inh: -3%; JMJD2A Tudor inh: -10%; G9a inh: 5%

Results for COC(=O)c1ccc(C(=O)OC)c(NC(=S)N2CCN(c3ccccc3F)CC2)c1 ?
BAZ2B block: -35%; POLI inh: 126%[activator]; POLB inh: 4%; Pol eta inh: -3%; Pol kappa inh: -10%; APEX1 inh: inconclusive; BLM helicase inh: -4%; JMJD2A Tudor inh: -26%; G9a inh: -21%
